Source: PubChem (National Center for Advancing Translational Sciences (NCATS))
FEN1 inh – inhibitors of human flap endonuclease 1; P39748; Recombinant FEN1 flap cleavage, fluorescence, 15 min; Potency, µM (series often up to 114 µM), without a hit: at the top dose activity change, negative = inhibition, usual class: inhibitors; hit rate 0.35% among 390,000; AID 588795; active means well fitted inhibition curve with a large enough effect; inconclusive means small, poorly fitted or top-dose-only effect; inactive means no such curve, though single readings can be large or run the other way; further: nearly all actives have a fitted effect of over 65% in size
Target sequence (P39748 whole entry, looked up): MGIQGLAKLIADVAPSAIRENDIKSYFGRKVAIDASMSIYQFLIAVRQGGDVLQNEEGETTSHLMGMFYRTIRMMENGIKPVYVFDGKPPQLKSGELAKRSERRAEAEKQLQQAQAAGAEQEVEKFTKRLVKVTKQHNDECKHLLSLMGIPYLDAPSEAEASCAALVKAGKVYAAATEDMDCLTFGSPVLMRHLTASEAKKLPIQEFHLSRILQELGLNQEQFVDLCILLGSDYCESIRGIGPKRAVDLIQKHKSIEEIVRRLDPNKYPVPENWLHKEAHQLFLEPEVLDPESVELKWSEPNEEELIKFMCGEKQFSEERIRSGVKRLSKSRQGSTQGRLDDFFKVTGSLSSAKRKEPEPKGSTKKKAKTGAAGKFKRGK
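FEN1 at 10 nM, compound pretreatment for 15 min (room temperature), 50 nM final substrate to initiate; endpoint reads at 0 and 15 min; DMSO-only plates used as vehicle background.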
Starred values were filed as active, the others as inactive; ? = inconclusive; & = joins results of further samples; ! = a repeat was not active. On the % scale 0 is the no-effect control and ±100 the full control effect; potency means the concentration at half of the fitted maximal effect. An excerpt; count on the stated rates, not on these rows.

compound | FEN1 inh
CC(=O)Nc1ccc(S(=O)(=O)NCCC(=O)OCC(=O)NC(C)c2ccc(Cl)cc2)cc1 (stereo unspecified) | -8.6%
CN(C(=O)c1cccc(NC(=O)Cc2ccc(NC(=O)C3CCCN(C(=O)C4CCCC4)C3)cc2)c1)C1CCC1 (stereo unspecified) | -2.2%
COc1cccc2c1SCc1ccccc1C2CC(N)=O (stereo unspecified) | -6.7%
O=C(O)c1ccccc1C(=O)c1cccc2c(Br)cccc12 | -1.0%
COc1ccc([C@H]2/C=C\CN(C(=O)CC(C)(C)C)[C@@H](C)C(=O)N2Cc2ccc(F)cc2)cc1 | 0.1%
C/C(=N\N(c1ccccc1)c1ccccc1)c1ccc(N)cc1 | -5.5%
COC(C[C@@H](O)C[C@@H](O)[C@H](C)OCc1ccccc1)OC | 18.6%
COc1cc(C2C3=C(COC3=O)OC(C)(C)Oc3cc4c(cc32)OCO4)cc(OC)c1OC (stereo unspecified) | -5.8%
Cn1cnc([N+](=O)[O-])c1S(=O)(=O)Oc1ccc(Cl)cc1 | -11.1%
CCCCCCn1c(CN2CCCCC2)nc2c1c(=O)n(C)c(=O)n2C | 12.4%
C=CCN1CCC(=O)C(C(=O)OCC)=C1C(=O)OCC | -3.0%
C=CCN1C=C(C(C)=O)C(=O)CC1 | -0.2%
CC1(C)c2ccccc2C(=O)c2ccccc21 | -7.3%
CCN(C(=O)COC(=O)CCS(=O)(=O)c1ccccc1)c1c(N)n(Cc2ccccc2)c(=O)[nH]c1=O | 20.9%
O=C(Nc1cc(Cl)ccc1Cl)P(=O)(O)c1ccccc1 | 14.6%
Cc1cc2c(NCC(C)O)ncnc2s1 (stereo unspecified) | 2.2%
C=C(Br)COC(c1ccco1)[C@H](Cc1ccccc1)NC(=O)OC(C)(C)C (stereo partly specified) | -24.6%
O=C(Nc1c(Cl)cc2c(c1Cl)Cc1cc([N+](=O)[O-])ccc1-2)C(Cl)Cl | -5.1%
CCO[C@H]1OC(C(=O)NCc2nc3ccccc3[nH]2)=C[C@@H](c2ccc3c(c2)OCO3)[C@@H]1CCCO | -2.8%
CN(C(=O)c1cccc(NC(=O)Cc2ccc(NC(=O)C3CCCN(C(=O)C4CCCCC4)C3)cc2)c1)C1CCCCC1 (stereo unspecified) | -2.1%
O=C(C(=O)N(Cc1ccccc1)Cc1ccccc1)c1c(-c2ccccc2)[nH]c2ccccc12 | -20.0%
C=C(NC(=O)C(=C)NC(=O)c1csc(C2=NC3c4csc(n4)C4NC(=O)c5csc(n5)C(C(C)(O)C(C)O)NC(=O)C5CSC(=N5)/C(=C/C)NC(=O)C(C(C)O)NC(=O)c5csc(n5)C3(CC2)NC(=O)C(C)NC(=O)C(=C)NC(=O)C(=C)NC(=O)C(C(C)C)NC2C=Cc3c(C(C)O)cc(nc3C2O)C(=O)OC4C)n1)C(N)=O (stereo unspecified) | 2.2%
COc1cc(CN(C)C(=O)C(=O)c2c[nH]c3ccccc23)ccc1O | 0.4%
O=C(Nc1nc(-c2ccc3c(c2)OCCO3)cs1)C1CC(=O)N(c2ccc3c(c2)OCCO3)C1 (stereo unspecified) | -16.6%
O=C(c1ccc(Cl)cc1Cl)N1CCOCC1 | -0.7%
O=CC(O)C1OC(=O)C(O)C1O (stereo unspecified) | -7.8%
Cc1cc(C(=O)OCC(=O)NC(=O)C2CCCCC2)ccc1[N+](=O)[O-] | 2.7%
O=C(Cc1cccc(NC(=O)C2CCCN(C(=O)C3CCCCC3)C2)c1)Nc1cccc(C(=O)N2CCOCC2)c1 (stereo unspecified) | 15.5%
Cc1csc(NC(=O)c2ccc(C)s2)n1 | 10.0%
CC(=O)OC1CCC2(C)C(=CCC3C4CC(=O)N(O)C(=O)C4(C)CCC32)C1 (stereo unspecified) | 3.16µM*

The list continues.
compound | FEN1 inh
CC1=CC2C(C(O)CC3(C)C2CC(C)C32OCOC23COCO3)C2(C)C/C(=C\O)C(=O)C=C12 (stereo unspecified) | 1.9%
CNS(=O)(=O)c1cccc(C(=O)OCC(=O)c2c(N)n(Cc3ccccc3)c(=O)n(C)c2=O)c1 | -11.3%
NC(=S)N=Nc1ccc(O)cc1 | -24.9%
COc1ccc(OC)c(/C=C/c2nc3ccccc3nc2C)c1 | ?
Cc1cc(=O)[nH]c2[nH][nH]c(=O)c12 | 4.5%
COc1cccc(-c2cc(C(=O)N/N=C/c3cccc(OC)c3OC)c3ccccc3n2)c1 | 0.3%
NC(=O)C1CCN(c2ccc3c(c2)S(=O)(=O)c2ccccc2C3=O)CC1 | 15.3%
COc1ccc(C2=CC(=O)CCC2)cc1 | 17.6%
CCn1nnc(-c2ccccc2NC(=O)c2cnccn2)n1 | 6.9%
CN(C)c1ccc(/C=C2/CCCc3c2nc2ccccc2c3C(=O)O)cc1 | ?
COC(=O)[C@@H](NCc1ccc(OC)c(B(O)O)c1)C(C)C | -14.3%
O=C1OCCC1=Cc1ccccc1 | -3.7%
NC(=O)C1=C[C@@H](c2ccccc2)C[C@@H](OCCCCO)O1 | 16.2%
CC(=O)Nc1cc2c(cc1[N+](=O)[O-])-c1ccccc1C2=NO | -13.9%
CC1(O)CC2CC1C(C(=O)O)C2C(=O)O (stereo unspecified) | 1.4%
O=C(CN1C(=O)c2cccc3cccc1c23)Nc1ccccc1C(=O)NCc1ccco1 | -8.3%
C[N+]1(CC(=O)c2ccc(O)c(O)c2)CCOCC1 | -18.2%
Cc1ccc(OCC(=O)Nc2ccc(O)c(-c3nc4cc(C)c(C)cc4o3)c2)cc1 | -11.4%
COc1ccccc1NS(=O)(=O)c1cc(NC(=O)c2ccc(NC(C)=O)cc2)ccc1N1CCOCC1 | -2.4%
CCOC(=O)C=C(OC(=O)c1ccc(OC)cc1)c1ccccc1 | -7.7%
O=C(NCCOC(=O)Nc1cccc2ccccc12)OCc1ccccc1 | -12.5%
CC(=O)c1ccc(CCCc2ccc(C(C)=O)cc2)cc1 | -17.7%
O=C1C(=NO)CCc2ccccc21 | -4.5%
Clc1cccc[n+]1CCCCCC[n+]1ccccc1Cl | 0.0%
COCCN(C(=O)CSc1nc2ccccc2s1)c1c(N)n(Cc2ccccc2)c(=O)[nH]c1=O | -13.4%
CC1(N=Cc2cc(Cl)ccc2O)COP(=O)(Nc2ccccc2)OC1 (stereo unspecified) | 0.5%
Cc1cccc(N2CCN(C(=O)Cn3nc(Cc4ccncc4)c4ccccc4c3=O)CC2)c1C | 6.7%
CC(=O)Nc1ccc(/C(C)=N/NC(=O)c2ccc(COc3ccccc3Cl)o2)cc1 | ?
O=C(O)C1C2C=CC(O2)C1C(=O)Nc1ccccn1 (stereo unspecified) | 2.4%
O=C(c1ccc(NS(=O)(=O)c2cccc3cccnc23)cc1)N1CCOCC1 | 5.4%

The results go on.
compound | FEN1 inh
Cc1ccc(S(=O)(=O)N2CCC[C@H]2C(=O)NC2=NCCS2)cc1 | 4.1%
Clc1cccc(Cl)c1C[n+]1cccc2ccccc21 | -0.9%
O=C(C(=Cc1ccc(F)cc1)c1ccccc1)c1ccc(O)cc1 | -21.2%
COC(=O)C1C(OC)=CC(=O)C2CCCCC21 (stereo unspecified) | -7.3%
O=C1NC(=O)C(=Cc2ccccc2[N+](=O)[O-])S1 | 2.4%
CCN(CC(=O)Nc1ccccc1OC)C(=O)COc1ccc(C#N)cc1 | -3.0%
CCCC1(C)C(C#N)C(=O)NC(=O)C1C#N (stereo unspecified) | -1.1%
CCn1c2ccccc2c2nnc(SC3CCOC3=O)nc21 (stereo unspecified) | 10.4%
COC(=O)[C@H](Cc1ccccc1)NS(=O)(=O)c1ccc(F)cc1Br | -9.4%
COC(=O)[C@H](Cc1c[nH]c2ccccc12)NCc1cccc(B(O)O)c1 | -9.8%
COc1cccc(CN(C)C(=O)COc2cccc3c2OC(C)(C)C3)c1OC | 0.5%
Cc1ccc(C(=O)C(OC(=O)CNC(=O)COc2ccccc2C)c2ccccc2)cc1 (stereo unspecified) | 3.9%
C#CC1(O)CCCC2C3CCC4CC(OC(C)=O)CCC4(C)C3C(=O)CC21C (stereo unspecified) | -0.7%
Cc1ccc(-n2c(C)cc(C=C3C(=O)N(C)C(=O)N(C)C3=O)c2C)cc1 | -0.9%
Cc1ccc(/C(O)=C2/C(=O)C(=O)N(CCCn3ccnc3)C2c2cccnc2)cc1 (stereo unspecified) | 12.5%
COc1ccc(C2Nc3ccccc3C(=O)N2Cc2ccccc2)cc1OC (stereo unspecified) | 7.9%
O=C(CNC(=O)OCc1ccccc1)NC(Cc1cnc[nH]1)C(=O)O (stereo unspecified) | -1.5%
COc1ccccc1NC(=O)CSc1n[nH]c(-c2ccco2)n1 | -1.7%
COC(=O)CCSc1cc(NCCCOC(C)=O)c([N+](=O)[O-])c2nonc12 | ?
Cc1ccc(Nc2c(-c3ccc(C)o3)nc3ccccn23)cc1 | -31.0%
Brc1ccc(-c2nnc(-c3cccnc3)o2)cc1 | -1.7%
O=C1c2ccccc2C(=O)N1c1ccccc1 | 1.2%
COc1ccc(C2=NOC(c3nnc(-c4ccccc4)o3)C2)cc1 (stereo unspecified) | -3.3%
CC12CCC3c4ccc(OCC(=O)O)cc4CCC3C1CCC2=O (stereo unspecified) | -5.2%
CCOC(=O)C(CCSC)Nc1nc(Cl)nc(Nc2ccc(Cl)cc2)n1 (stereo unspecified) | -16.7%
COc1ccc(Cl)cc1CC=NNC(=O)c1cccc(C)c1O | -13.7%
COc1ccc(-c2cc(C(=O)Nc3ccccc3O)c3ccccc3n2)cc1 | -8.1%
CN(C)c1cccc(F)c1C(=O)NC(=O)Nc1ccc(Cl)cc1 | -15.4%
CCOc1ccc(CCNC(=O)c2ccc(C)c(S(=O)(=O)N3CCOCC3)c2)cc1OCC | -1.1%
COc1cccc(N2[C@@H](CC(C)=O)c3ccccc3S2(=O)=O)c1 | -2.2%&0.8%

Continued:
compound | FEN1 inh
CC(C)[C@H](NC(=O)OCc1ccccc1)C(=O)OCC(=O)NCc1ccco1 | 17.8%
Cc1cccn2c(=O)c3cc(C#N)c(=NC(=O)c4ccccc4)n(Cc4ccco4)c3nc12 | 50.1µM*!
CN(Cc1ccccc1)CC1C2CCC(C2)C1O (stereo unspecified) | 12.6%
Cc1cc(/C=C2\C=Cc3ccccc32)cc(C)c1[N+](=O)[O-] | -23.8%
CN(C)c1ccc(/C=C/c2ccnc3ccccc23)cc1N | -10.9%
Cc1ccc(Cn2c(CCNc3nc(-c4ccc(C)cc4)cs3)nc3cc(C(=O)NCCCO)ccc32)cc1 | -18.5%
O=C(NC1CC1)C1=C[C@H](c2coc3ccccc3c2=O)C[C@H](OCc2ccc(CO)cc2)O1 | -4.4%
CC(C)CNC(=O)COC(=O)c1c2c(nc3ccccc13)/C(=C\c1cccs1)CC2 | -7.2%
CCOc1ccc(N2C(=O)CC(Sc3nc4ccc(OCC)cc4s3)C2=O)cc1 (stereo unspecified) | 5.1%
Cc1cccc(N2C(=O)C=CC2=O)c1 | 1.8%
O=C(Cc1ccc(NC(=O)C2CCCN(C(=O)C3CCC3)C2)cc1)Nc1ccc(C(=O)N2CCOCC2)cc1 (stereo unspecified) | -6.4%
CC(C)(C)CC(C)(C)N=C1Nc2cc(Cl)c(Cl)cc2NC12C[C@H]1CCC(=O)N3CC[C@@H](C2)[C@@H]13 (stereo partly specified) | -1.0%
OCCCn1c(C(CO)Nc2nc(-c3ccc(Cl)cc3)cs2)nc2ccccc21 (stereo unspecified) | -1.4%
O=C(C=Cc1ccccn1)c1ccccc1 | 6.9%
COc1ccc(-c2coc3cc(OC(C)=O)ccc3c2=S)cc1 | 6.4%
CCCCN1CC(COCc2ccccc2)Oc2cccc(Oc3cc(C)c(C)c(C)c3)c2S1(=O)=O (stereo unspecified) | 8.0%
C[C@H](O)[C@@H]1C(=O)N2CCc3ccc(N4CCN(C)CC4)cc3[C@@H]2C[C@@H]1N(C)C(=O)c1ccc(C#N)cc1 | 3.7%
Nc1cccc(/C=C/c2ccnc3ccccc23)c1 | -15.5%
CC[n+]1ccnc2ccccc21 | ?
OCCCn1c(C2CCCN2c2nc(-c3ccc(Cl)cc3)cs2)nc2cc(Cl)c(Cl)cc21 (stereo unspecified) | -4.9%
c1coc(CNc2nc(NCc3ccco3)c3ccccc3n2)c1 | -2.1%
O=C1NC(=S)NC1=Cc1ccc2c(c1)CCC2 | 0.2%
O=C(c1ccccc1)N1N=C(c2ccc(F)cc2)CC1c1ccc(F)cc1 (stereo unspecified) | -2.3%
CCOC(=O)C[C@H]1c2ccc(C(F)(F)F)cc2S(=O)(=O)N1C1CCCC1 | -19.6%&8.4%
CCc1cccc2c(C(O)c3c[nH]c4ccccc34)c[nH]c12 (stereo unspecified) | -22.3%
Cn1c(=O)c2c(nc(CCc3ccccc3)n2C)n(C)c1=O | 13.7%
